Source: PubChem BioAssay
SR-BI HDL uptake = mouse SR-BI HDL lipid transfer inhibition | ldlA[mSR-BI] CHO cells, DiI-HDL uptake fluorescence, 3 h | inhibition, % at 12.5 µM | actives 0.96% (n = 320,000) | AID 488896;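 active = mean replicate inhibition of at least 70% and a set share of replicates each scoring 70 or more; inconclusive = meets just one of the two criteria; inactive = fails both criteria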;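 note: 0% = median of neutral control wells and 100% = median of positive control wells; values of inactives mirror those of a sister screen read the other way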
Rtt109 Vps75 = blocks Candida albicans Rtt109/Vps75 acetyltransferase activity; Q5AAJ8; purified Rtt109/Vps75, ThioGlo CoA-SH fluorescence, 4 h; inhibition, % at 34.9 µM; actives 0.16% (n = 330,000);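 active = inhibition of at least 50% in every replicate; inconclusive = best replicate reaches 50% inhibition but some replicates fall short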
Target sequence (Q5AAJ8 whole entry, looked up): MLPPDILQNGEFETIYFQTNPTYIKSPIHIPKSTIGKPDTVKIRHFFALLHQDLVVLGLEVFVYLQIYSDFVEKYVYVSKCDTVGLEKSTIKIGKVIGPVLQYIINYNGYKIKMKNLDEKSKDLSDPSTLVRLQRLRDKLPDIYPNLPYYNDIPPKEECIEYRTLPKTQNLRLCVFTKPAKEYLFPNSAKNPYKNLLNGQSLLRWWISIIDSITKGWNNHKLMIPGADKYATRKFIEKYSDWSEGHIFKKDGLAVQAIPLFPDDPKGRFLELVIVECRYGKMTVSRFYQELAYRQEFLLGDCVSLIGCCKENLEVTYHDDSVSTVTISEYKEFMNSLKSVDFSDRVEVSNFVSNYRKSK
dFosB act = activators of mouse delta FosB homodimer. activation, % at 25 µM. actives 0.99% (n = 340,000). AID 493131. purified delta FosB, TAMRA-CDK5 oligo fluorescence polarization; percent of positive-control signal above neutral wells;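 active = mean activation above about 17%, with every replicate also reaching it, limit read from the data, passing the limit was not always enough; inconclusive = only one of the two conditions met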;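 note: fluorescence polarization rise as delta FosB binds a TAMRA Cdk5 AP-1 oligo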
cardiac RTF act = cardiac RTF calcium sensitization | activation, % at 7.2 µM | P19429+P45379 | IANBD-labeled TnC RTF fluorescence at EC20 calcium; 0% EC20 calcium, 100% full calcium | actives 0.24% (n = 340,000) | AID 493008;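 active = activation above the mean over all tested compounds plus 3 SD, cut at about 30% in these data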;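 note: rise in fluorescence read as greater calcium sensitivity of cardiac thin filaments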
CDK5 inh = blocks human CDK5/p35 kinase activity; Q00535+Q15078; Recombinant CDK5/p35, ADP-Glo luminescence, 60 min; inhibition, % at 10 µM; actives 0.01% (n = 330,000);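 active = highest replicate inhibition of at least 50% and at least 75% of replicates reaching 50%; inconclusive = only one of the two criteria met; inactive = both criteria failed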;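 note: plate controls were DMSO neutral control for no effect and GW8510 at 10 µM for full effect; many of its hits are not listed in these tables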
Target sequence (Q00535 whole entry, looked up): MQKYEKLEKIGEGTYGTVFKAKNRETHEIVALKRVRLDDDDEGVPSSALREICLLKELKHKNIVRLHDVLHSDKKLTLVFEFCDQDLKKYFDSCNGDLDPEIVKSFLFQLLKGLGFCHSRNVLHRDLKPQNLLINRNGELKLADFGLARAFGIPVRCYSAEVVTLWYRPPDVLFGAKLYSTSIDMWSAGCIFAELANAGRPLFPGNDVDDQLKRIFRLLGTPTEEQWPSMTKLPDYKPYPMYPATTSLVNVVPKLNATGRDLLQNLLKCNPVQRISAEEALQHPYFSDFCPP
Target sequence (Q15078 whole entry, looked up): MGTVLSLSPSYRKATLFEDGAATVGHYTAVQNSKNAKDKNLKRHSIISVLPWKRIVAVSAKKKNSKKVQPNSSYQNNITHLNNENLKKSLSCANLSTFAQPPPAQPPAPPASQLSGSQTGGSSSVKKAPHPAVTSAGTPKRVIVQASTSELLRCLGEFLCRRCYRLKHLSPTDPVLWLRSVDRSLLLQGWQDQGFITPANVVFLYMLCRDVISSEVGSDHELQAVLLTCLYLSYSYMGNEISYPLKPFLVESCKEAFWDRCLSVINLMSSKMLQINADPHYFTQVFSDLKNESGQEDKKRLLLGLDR
HTR5A ag = counter-screen for OPRM1-OPRD1 agonists: human HTR5A agonism | activation, % at 9.3 µM | HTR5A agonist assay, luminescence, cell-based | P47898 | actives 0.61% (n = 340,000); in the data active = activation mostly above about 9.5%, no sharp cut-off; inactive = mostly below about 7.6%;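 note: 0% = cells with vehicle only and 100% = reference agonist; strong numbers were not always called active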
Wnt act = activates Wnt/beta-catenin signaling in a reporter cell assay; actives 1.2% (n = 300,000); AID 743398; activator, plate reader; activation, % at 9.35 µM; in the data active = activation above about 30%, passing the limit was not always enough; inconclusive = no clear call, values can overlap the other calls;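 note: 0% = neutral control wells and 100% = positive control wells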
SR-BI uptake up = enhances SR-BI lipid uptake from DiI-HDL; CHO ldlA[mSR-BI] cells, DiI-HDL uptake fluorescence, 3 h; 100 = double the neutral-control signal; activation, % at 12.5 µM; actives 0.096% (n = 320,000);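 active = mean replicate activation of at least 60% and every replicate at or above 60%; inconclusive = mean or all-replicate condition met, but not both; inactive = mean below 60% and not all replicates reaching 60%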;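 note: 0% = median plate neutral-control signal and 100% = twice that signal; values of inactives mirror those of a sister screen read the other way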
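System: LDL receptor-deficient CHO ldlA cells overexpressing murine SR-BI | Timing: 3 h uptake period with compound, 37 °C | Medium: HEPES-buffered (25 mM, pH 7.4) F12 plus 0.5% BSA | Dosing: Single-point compound dose | Signal: Bottom-read fluorescence, 550/595 nm | Read-out: Retained DiI signal reflecting DiI-HDL uptake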
MITF TRPM1 HTS = activators of MITF-driven TRPM1 promoter activity in SK-MEL-5 cells | AID 588334 | actives 0.75% (n = 300,000) | activation, % at 12.5 µM | SK-MEL-5 TRPM1-promoter luciferase, 24 h; % of positive control, neutral wells = 0;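 active = mean activation of at least 80% with every replicate also reaching 80%; inconclusive = mean reaches 80% but some replicate falls short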;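 note: 0% = neutral control wells and 100% = parthenolide positive control wells; values of inactives mirror those of a sister screen read the other way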
PvdQ inh = P. aeruginosa PvdQ acylase inhibition; purified PvdQ acylase, fluorescence plate reader; inhibition, % at 10 µM; actives 0.063% (n = 340,000); AID 488965; in the data active = inhibition above about 30%, passing the limit was not always enough; inconclusive = no clear call, values can overlap the other calls;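 note: 0% = vehicle neutral wells and 100% = reference inhibitor wells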
* hit, by the source's call; ? = inconclusive; . = not tested or not shown.

SMILES	SR-BI HDL uptake	Rtt109 Vps75	dFosB act	cardiac RTF act	CDK5 inh	HTR5A ag	Wnt act	SR-BI uptake up	MITF TRPM1 HTS	PvdQ inh
O=C(NNC(=O)c1ccccc1Cl)c1ccc2c(c1)OCCO2	-7	7	9	1	0.4	-5	?	7	52	-15
COc1ccccc1C1N(c2ccc(Cl)cc2)C(=O)C2CCCN21 (stereo not drawn)	-14	9	0	8	-0.3	-3	-4	14	-3	-17
COc1ccc([C@@H]2[C@H]3CN(C(C)=O)CC=C3C(C#N)=C(N)C2(C#N)C#N)c2ccccc12	-1	-6	-6	7	0.4	2	.	1	-10	-12
O=C(O)c1ccc(NC(=S)NC(=O)c2cncc(Br)c2)cc1	-32	-3	-3	3	0.2	-4	-3	32	.	-4
CSc1ccc(NC(=O)NCc2cccnc2)cc1	-28	3	2	0	1.1	5	1	28	.	10
CN(C)S(=O)(=O)CC12CCC(CC1=O)C2(C)C (stereo not drawn)	-7	-3	0	3	0.0	-7	.	7	19	1
COCc1cc(C)n(CC(=O)NCC2CCCO2)c(=O)c1C#N (stereo not drawn)	5	-19	-8	2	0.8	1	-1	-5	-2	-4
Cc1nc(-c2cccc(S(=O)(=O)N3CCCCCC3)c2)cs1	15	8	-3	7	1.5	1	.	-15	2	-12
CN(C(=O)COC(=O)CN1C(=O)C2CC=CCC2C1=O)c1ccccc1 (stereo not drawn)	-34	-12	-11	1	-1.9	0	-2	34	6	-7
C=CC1=CCN(S(=O)C(C)(C)C)[C@@H]1CCO (stereo partly drawn)	17	-1	-3	3	-0.3	-2	0	-17	-5	-8
COc1ccc(Nc2nnc(-c3ccc(O)cc3)c3ccccc23)cc1	47	13	-12	-2	-0.8	-1	1	-47	12	12
O=C(Nc1cccc(O)c1)c1c(O)c2ccccc2[nH]c1=O	-24	1	3	5	0.0	1	19	24	.	-14

Ordered by length of the SMILES (falling): part of the list above.
SMILES	SR-BI HDL uptake	Rtt109 Vps75	dFosB act	cardiac RTF act	CDK5 inh	HTR5A ag	Wnt act	SR-BI uptake up	MITF TRPM1 HTS	PvdQ inh
COc1ccc([C@@H]2[C@H]3CN(C(C)=O)CC=C3C(C#N)=C(N)C2(C#N)C#N)c2ccccc12	-1	-6	-6	7	0.4	2	.	1	-10	-12
COc1ccc(Nc2nnc(-c3ccc(O)cc3)c3ccccc23)cc1	47	13	-12	-2	-0.8	-1	1	-47	12	12
COc1ccccc1C1N(c2ccc(Cl)cc2)C(=O)C2CCCN21 (stereo not drawn)	-14	9	0	8	-0.3	-3	-4	14	-3	-17
Cc1nc(-c2cccc(S(=O)(=O)N3CCCCCC3)c2)cs1	15	8	-3	7	1.5	1	.	-15	2	-12

The list continues.
SMILES	SR-BI HDL uptake	Rtt109 Vps75	dFosB act	cardiac RTF act	CDK5 inh	HTR5A ag	Wnt act	SR-BI uptake up	MITF TRPM1 HTS	PvdQ inh
Cc1nc2cc(-c3sccc3-n3cccc3)nn2c(C)c1C	-8	9	-12	2	-1.8	2	.	8	4	10
O=C(Cn1cc(C(=O)C2CCCCC2)c2ccccc21)NCC1CCCO1 (stereo not drawn)	26	5	-1	0	-1.3	0	1	-26	-5	1
COc1cccc(OCc2cc(C(=O)N3CCN(C(=O)c4ccco4)CC3)no2)c1	6	-13	-11	4	1.2	0	31*	-6	56	-6
COc1ccc(-c2cc(C(=O)N3CCN(c4ccc(F)cc4)CC3)no2)cc1OC	19	-3	-5	-1	1.2	4	-1	-19	-6	6
O=C1C2=C(SCCS2)C(=O)N1CCCO	-21	6	1	6	-1.5	0	.	21	-6	-10
C[C@@H]1CN(S(=O)(=O)c2ccc3c(c2)OCCO3)CCN1S(=O)(=O)c1c(F)cccc1F	-5	-2	-1	4	0.3	4	1	0	-9	-2
Cn1c2ccccc2c2cc(C(=O)NNS(=O)(=O)c3ccc(F)cc3)sc21	40	11	-4	1	0.8	7	0	-40	-10	-6
CC(=O)N(C1=C(Cl)C(=O)c2ccccc2C1=O)c1ccc(C(=O)O)cc1	-30	8	-7	0	2.3	-4	1	30	-11	-11
O=C1Nc2ccccc2C1(O)C/C(=N/O)c1ccccc1 (stereo not drawn)	-22	.	3	1	1.4	-3	-1	22	-7	-9
CCOC(=O)C1=C(N)N2C(=O)CSC2=C(C(=O)OC)C1	4	-7	0	-4	-0.1	-5	.	-4	-14	0
CS(=O)(=O)c1ccc2nc(NC(=O)c3ccccc3)sc2c1	35	0	0	12	2.7	2	0	-35	.	-6
Cc1ccc(OCC(=O)NCc2cccs2)cc1	-12	-8	3	-3	1.1	4	.	12	.	-20
Cc1cccc(-n2c(=O)c3c(n4cnnc24)-c2ccccc2CC32CCCCC2)c1	-15	5	-22	3	-1.1	2	-1	15	.	-6
COC(=O)CSc1nnc(CCc2ccccc2)n1C	.	7	2	-1	0.5	7	1	.	14	-11
COc1ccc(Cl)cc1N(CC(=O)N/N=C/c1ccc(OC(C)C)cc1)S(=O)(=O)c1ccc(C)c([N+](=O)[O-])c1	16	-16	-8	-2	2.4	-6	-3	-16	2	-14
COc1ccccc1CNC(=O)c1ccc(CS(=O)Cc2cccc(Cl)c2)o1 (stereo not drawn)	28	3	-7	-6	-1.8	3	-1	-28	-3	-10
Cc1ccccc1C(=O)N=c1ccn(-c2nc3ccccc3nc2NS(=O)(=O)c2ccccc2)cc1	27	15	-2	6	-4.3	1	-3	-27	-15	-1
CC(C)(C)CN1CCC(Oc2cccc(C(=O)N3CCNC(=O)C3(C)C)c2)CC1	-17	0	-3	1	0.6	8	-1	17	4	-3
O=C(CN1CCN(c2ncccn2)CC1)N1CCCc2c1c(=O)oc1ccc(O)cc21	7	-2	-4	-6	-0.3	2	.	-7	-4	-2
S=C(Nc1ccc(Br)cc1)N1CCCC1	14	-1	-3	9	-2.0	2	24	-14	10	-7
C=CCc1cccc2cc(C(=O)O)c(=O)oc12	15	-4	6	-4	-0.1	-2	-2	-15	.	-4
Cc1cc(C)nc(N2CCCC(C(=O)NNC(=O)c3ccncc3)C2)n1 (stereo not drawn)	.	9	-5	-2	-2.1	5	0	.	11	-8
CCCc1ccc(C(C)NC(=S)NC2CCCCC2)cc1 (stereo not drawn)	0	-1	-11	3	-0.7	7	-2	0	-13	-7
COc1ccc(/C=C/C(=O)OCC(=O)Nc2ccc3c(c2)OCO3)cc1	-15	-5	28*	-1	-1.2	2	4	15	0	-6
CCN1C(=O)c2cccc3c(S(=O)(=O)N4CCC(C)CC4)ccc1c23	22	-7	-10	-1	-1.2	0	-1	-22	-16	-11
COc1ccc(OC)c(/C=C/C(=O)OCC(=O)Nc2cccc(Oc3ccccc3)c2)c1	12	-1	-10	-4	0.3	0	1	-12	-12	-6
Cc1ccc(F)c(Cn2cnc3c(cnn3C(C)(C)C)c2=O)c1Cl	24	13	-11	-3	-1.3	11	-3	-24	.	15
CC(C)(O)[C@@H]1CC(=O)[C@]2(C)[C@H](CC[C@@]3(C)[C@H](c4ccoc4)OC(=O)[C@H]4O[C@]432)[C@@]1(C)/C=C\C(=O)O	-1	-1	1	0	-0.3	1	-3	1	3	-10
O=C(c1cn(-c2ccccc2)nc1-c1cccnc1)N1CCN(S(=O)(=O)c2ccc(Cl)cc2)CC1	-21	1	-14	6	-0.3	-1	-4	21	-2	-8
COc1ccc(C2CC(=O)Oc3cc(O)cc(O)c32)cc1 (stereo not drawn)	-10	0	-7	3	-0.7	1	-2	10	7	0
CC(CC(=O)Nc1ccc(C(N)=O)cc1)c1ccccc1 (stereo not drawn)	-5	4	-7	-2	0.2	-3	0	5	6	9
Fc1ccccc1CNCCC(Cc1ccccc1)c1ccc2c(c1)OCO2 (stereo not drawn)	-12	34	-2	0	0.8	-4	-4	28	4	-2
COc1ccccc1OCCCC(=O)Nc1ccc2c(c1)OCCO2	-12	1	-17	3	0.7	0	4	12	25	-15
O=C(O)c1ccc(OCCOc2ccccc2)cc1	-24	-1	10	-5	-0.5	3	4	24	-19	-13
COc1ccc(NC(=O)C(NC(C)=O)C(=O)NCc2ccccc2Cl)cc1 (stereo not drawn)	-10	2	3	4	1.6	-3	.	10	-6	4
O=C1CCCC2=C1C(c1ccccc1)NC(=S)N2 (stereo not drawn)	22	-1	-4	-6	-5.2	1	0	-22	-5	-5

Structures above that bear a hit mark in dFosB act:
compound | SR-BI HDL uptake | Rtt109 Vps75 | dFosB act | CDK5 inh | Wnt act | SR-BI uptake up | MITF TRPM1 HTS | PvdQ inh
COc1ccc(/C=C/C(=O)OCC(=O)Nc2ccc3c(c2)OCO3)cc1 | -15 | -5 | 28* | -1.2 | 4 | 15 | 0 | -6

(listing goes on)
SMILES	SR-BI HDL uptake	Rtt109 Vps75	dFosB act	cardiac RTF act	CDK5 inh	HTR5A ag	Wnt act	SR-BI uptake up	MITF TRPM1 HTS	PvdQ inh
Cc1ccc(N2C(=O)C3CCCN3C2=S)cc1Cl (stereo not drawn)	12	11	-2	-1	1.1	3	-2	-12	-11	-20
COC(=O)c1cc(CNC(=O)c2ccccc2Cl)ccc1OC	12	46	-6	4	-1.3	1	1	-12	1	0
COCc1c(C(=O)OCc2nnc(-c3ccc([N+](=O)[O-])cc3)o2)oc2ccccc12	-1	0	-2	-1	1.1	-2	0	1	-5	-12
CCOc1ccc(C2CC(c3cccc(OC)c3)n3nc(N)nc3N2)cc1 (stereo not drawn)	12	7	-6	-6	1.8	-7	-1	-12	-8	4
CC(=O)C(Sc1nc(N2CCOCC2)nc(N2CCOCC2)n1)C(=O)Nc1ccccc1 (stereo not drawn)	30	-10	-3	-1	-1.0	-1	.	-30	5	-6
CN1C(=O)C(C)(C)c2cc(S(=O)(=O)NCC3CCC(C(=O)NC4CCCCC4)CC3)ccc21 (stereo not drawn)	16	2	-12	4	0.2	0	-2	-16	-11	-12

Among those listed so far, these contain a cyano group.
SMILES	SR-BI HDL uptake	Rtt109 Vps75	dFosB act	cardiac RTF act	CDK5 inh	HTR5A ag	Wnt act	SR-BI uptake up	MITF TRPM1 HTS	PvdQ inh
COc1ccc([C@@H]2[C@H]3CN(C(C)=O)CC=C3C(C#N)=C(N)C2(C#N)C#N)c2ccccc12	-1	-6	-6	7	0.4	2	.	1	-10	-12
COCc1cc(C)n(CC(=O)NCC2CCCO2)c(=O)c1C#N (stereo not drawn)	5	-19	-8	2	0.8	1	-1	-5	-2	-4
